Compound activity from PubChem BioAssay.
GLS inh: blocks human kidney-isoform glutaminase activity; O94925; GLS enzymatic activity, qHTS titration; Potency, µM (doses to about 45.5 µM), inactives show at the highest dose activity change, negative = inhibition, most hits filed as inhibitors; 410,000 tested, 0.21% active; note: % is set by controls: 0 for no effect and ±100 for the full control effect
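hKGA; 45 mM KH2PO4 pH 8.2 + 0.02% Tween-20; cpd via pin tool; 1 mM Gln soln; GluOx/HRP/Amplex Red; RT 30 min; fluor. t0 & final.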
HP1b chromo inh: HP1-beta chromodomain-methylated histone interaction inhibition. P83916. AlphaScreen HP1-beta / biotin-H3K9me3 peptide binding. Potency, µM (highest dose often 114 µM), without a hit: at the highest dose activity change, negative = inhibition, usual class: inhibitors. 390,000 tested, 0.56% active; note: nearly all actives have a fitted effect of over 70% in size; inactives centre near 23
Target sequence (P83916 whole entry, looked up): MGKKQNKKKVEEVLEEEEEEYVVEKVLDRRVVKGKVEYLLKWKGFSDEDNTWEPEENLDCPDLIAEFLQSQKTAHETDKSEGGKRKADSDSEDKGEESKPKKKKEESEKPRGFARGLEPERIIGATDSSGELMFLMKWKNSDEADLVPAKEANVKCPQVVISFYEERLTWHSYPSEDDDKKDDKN
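AlphaScreen: HP1-beta (50 nM) preformed 30 min with biotin-H3(1-18)K9me3 peptide (50 nM) in PBS pH 7.4, 0.01% Tween-20. Compound added for 30 min at RT, then streptavidin donor/nickel chelate acceptor beads (10 ug/mL) for 30 min.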
G9a inh: G9a (human) methyltransferase inhibition; Q96KQ7; G9a H3K9 monomethylation, AlphaScreen, 2 h; Potency, µM (top dose mostly 102 µM), for the others: at the highest dose activity, negative = inhibition, usual class: inhibitors; 350,000 tested, 8.8% active; note: % is set by controls: 0 for no effect and ±100 for the full control effect; nearly all actives have a fitted effect of over 75% in size
Target sequence (Q96KQ7 913-1193 limits assumed): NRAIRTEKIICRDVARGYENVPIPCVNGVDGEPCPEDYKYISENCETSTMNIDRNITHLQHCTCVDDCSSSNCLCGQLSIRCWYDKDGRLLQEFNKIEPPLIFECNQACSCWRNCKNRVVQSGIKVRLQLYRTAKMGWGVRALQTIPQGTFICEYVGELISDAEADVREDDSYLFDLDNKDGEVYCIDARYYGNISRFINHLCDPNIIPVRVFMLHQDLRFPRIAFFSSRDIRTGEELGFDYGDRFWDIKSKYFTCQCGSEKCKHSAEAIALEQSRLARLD
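Step 1: enzyme (final 20 nM) with compound, 15 min RT. Step 2: substrate peptide 500 nM and SAM 20 uM, 2 h RT. Step 3: anti-H3K9me1 antibody and AlphaScreen beads, 10 min, then plate read.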
Tb PGK inh: T. brucei PGK inhibition. P07378. PGK/GAPDH coupled, Kinase-Glo luminescence, 60 min. Potency, µM (top dose mostly 57.5 µM), without a hit: at the top dose activity change, negative = inhibition, usual class: inhibitors. 380,000 tested, 0.043% active. AID 602233; note: % is set by controls: 0 for no effect and ±100 for the full control effect; nearly all actives have a fitted effect of over 60% in size
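Luminescent ATP detection (Kinase-Glo Plus) follows a 60-minute room-temperature incubation, with wells lacking PGK as controls. Buffer: 100 mM TEA (pH 7.6), 5 mM MgCl2, 0.01% Tween-20. Coupling enzyme GAPDH (100 nM final) supplies unstable 1,3-BPG in-well.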
JMJD2A Tudor: blocks the human JMJD2A Tudor domain | O75164 | AlphaScreen JMJD2A-Tudor / H3K4me3 peptide binding | Potency, µM (titrated, usually from 114 µM), for the others: at the top dose activity change, negative = inhibition, usual class: inhibitors | 390,000 tested, 4.4% active | AID 504339; note: % is set by controls: 0 for no effect and ±100 for the full control effect; nearly all actives have a fitted effect of over 50% in size
Pol iota inh: inhibitors of human DNA polymerase iota; Q9UNA4; Pol iota fluorescent replication assay, 10 min; Potency, µM (series often up to 115 µM), for inactives: top-dose activity, negative = inhibition, usual class: inhibitors; 390,000 tested, 1% active
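Pol iota at 10 nM preincubated 15 min with compounds at room temperature; reaction started with fluorescent substrate, 50 nM final. Fluorescence read kinetically at 0 and 10 min; buffer-only wells as negative control.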
BLM helicase inh: Bloom syndrome helicase (human) inhibition; P54132; AID 2528; 350,000 tested, 0.2% active; Potency, µM (doses to about 56.1 µM), for inactives: at the highest dose activity change, negative = inhibition, hits mostly inhibitors; recombinant BLM DNA unwinding, fluorescence dequenching;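 note: plate controls were vehicle for no effect and no enzyme for full effect; nearly all actives have a fitted effect of over 35% in size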
Pin1 inhibitor: human Pin1 inhibition | Q13526 | Pin1 FP peptide displacement, HiFluor488, 10 min | Potency, µM (series often up to 115 µM), for inactives: top-dose activity, negative = inhibition, most hits filed as inhibitors | 390,000 tested, 0.009% active | AID 504891; active = well fitted inhibition curve with a large enough effect in the polarisation, with a control signal flat, not every such curve was filed as active; inconclusive = small, poorly fitted or top-dose-only effect, or effect the other way, or a change in a side signal; inactive = no such curve, though single readings can be large or run the other way; the % refers to the polarisation; note: % is set by controls: 0 for no effect and ±100 for the full control effect
Target sequence (Q13526 whole entry, looked up): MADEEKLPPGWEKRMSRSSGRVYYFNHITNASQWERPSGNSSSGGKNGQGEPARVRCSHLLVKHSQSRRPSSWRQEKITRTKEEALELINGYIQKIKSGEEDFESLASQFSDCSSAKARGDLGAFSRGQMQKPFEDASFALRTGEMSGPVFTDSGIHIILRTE
BAZ2B block: blocks human BAZ2B; Q9UIF8; AlphaScreen BAZ2B-H3K14Ac peptide displacement; Potency, µM (titrated, usually from 114 µM), without a hit: at the highest dose activity change, negative = inhibition, actives largely listed as inhibitors; 360,000 tested, 4.4% active; note: % is set by controls: 0 for no effect and ±100 for the full control effect; nearly all actives have a fitted effect of over 60% in size
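Compounds, titrated to a top concentration of 110 uM, were incubated 30 min at room temperature with preformed BAZ2B/acetyl-K14 H3 peptide complex (50 nM each). Proximity signal was measured by AlphaScreen after 20 min with beads.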
Active calls of the source: *; i = inactive; ? = inconclusive; · = not tested or not shown; & = joins results of further samples; [ ] = remark or other dose. Unless noted, calls come from the whole dose curve; as a rule, active = well fitted curve in the direction sought with a large enough effect; inconclusive = small, poorly fitted or top-dose-only effect, or another doubt; inactive = no such curve, though single readings can be large; an effect the other way counts as inactive or inconclusive. Potency is the fitted concentration of half-maximal effect. Not all compounds are listed. The share of hits here may be higher or lower than overall.

GLS inh,HP1b chromo inh,G9a inh,Tb PGK inh,JMJD2A Tudor,Pol iota inh,BLM helicase inh,Pin1 inhibitor,BAZ2B block,SMILES
4%,42%[activator],-4%[12.7 µM],1%,12%,43%[activator],-9%,8%,-8%,O=C(NC(=S)Nc1ccc2[nH]c(=O)[nH]c2c1)c1cc(Br)ccc1Cl
3%,81%[activator],69%[activator],·,36%,-14%,-10%,11%,-4%,COc1ccc(Cl)cc1C(=O)Nc1ccccc1N1CCCCC1
6%,12%,0%[59 µM],i,-18%,32%[activator],-2%,-22%,-10%,COCCNC(=O)CCCn1c(SCC(=O)c2ccc(F)cc2)nc2c(sc3ccccc32)c1=O
-17%,-4%,2%[59 µM],-7%,1%[11.4 µM],2%,0%,5%,25%,COc1ccc(C(=O)NCc2cccnc2)cc1Br
7%,19%,-1%[59 µM],-9%,-19%,14%,-1%,-9%,-4%,CCOC(=O)c1c(C)[nH]c(C)c1S(=O)(=O)N1CCCC(C(=O)Nc2ccc(F)cc2F)C1 (configuration not stated)
-1%,44%[activator],6%,9%,-8%,8%,-2%,-9%,-21%,CC(C)Oc1ccc(CCN=C(N)N=C(N)N)cc1Cl
-3%,24%,?,-4%,50µM*,?,-3%,?,-9%,O=c1[nH]c(NC2CCCCC2)nnc1Cc1ccccc1
0%,33%,-15%[12.7 µM],0%,7%,25%,·,-5%,-6%,CC1CCCC(NC(=O)COC(=O)c2ccc(Cl)nc2)C1C (configuration not stated)
1%,32%,40%,-2%,-7%,6%,0%,2%,16%,COC(=O)c1sccc1NC(=O)c1ccc(Cl)cc1
-2%,52%[activator],8%,1%,13%,21%,1%,?,10%,COC(=O)CSc1nc2cc(OC)ccc2cc1C#N
0%,-17%,-3%,-11%,-21%,35%[activator],-2%,-4%,-9%,Cc1ccc(C(=O)N2CCC(C(=O)NCc3ccco3)CC2)cc1
2%,22%,15%[12.7 µM],-1%,?,99%[activator],-17%,3%,-36%,C=CCSc1nnc(NC(=O)c2cn(CC)c3nc(C)ccc3c2=O)s1
2%,33%,3%,-7%,-11%,137%[activator],-4%,-4%,-10%,CCOC(=O)C1(Cc2cccc(F)c2)CCN(C(=O)c2cnccn2)CC1
-3%,30%,2%[59 µM],i,-15%,1%,-10%,-6%,7%,O=C(Cn1c(=O)c2ccccc2n(CC(=O)Nc2ccccc2F)c1=O)NCCc1ccccc1
-1%,13%,-16%[59 µM],4%,1%,-2%[58.9 µM],-3%,-1%,0%,Cc1ccc(N2C(=O)CS/C2=N\C(=S)Nc2ccccc2)cc1
0%,43%[activator],-28%[59 µM],3%,-9%[11.4 µM],17%,-5%,-1%,-11%,CC12CCC(C(=O)N3CCN(c4ncccn4)CC3)(c3nc4ccccc4nc31)C2(C)C (configuration not stated)
-11%,5%,?,8%,-15%,10%,·,1%,-6%,Cc1ccc(NC(=O)CN(C)C(=O)c2ccc(OCc3c(C)noc3C)cc2)cc1
3%,-11%,11%[2.33 µM],5%,-12%,11%,-3%,-9%,-3%,Cc1ccc(C(=O)Oc2ccc(C(=S)N3CCOCC3)cc2)cc1
4%,-9%,?,-2%,?,18%,-7%,6%,-27%,COC(=O)C(Cc1c[nH]c2ccccc12)NC(=O)COc1ccc(Cl)cc1Cl (configuration not stated)
-2%,-2%,-6%,-5%,-15%,-2%,1%,10%,-3%,COc1ccc(CSc2nnc(SCc3ccc([N+](=O)[O-])cc3)s2)cc1
2%,21%,23%,-2%,-22%,25%,0%,1%,-8%,O=C(Cc1c[nH]c2ccccc12)N/N=C/c1ccc(F)cc1
12%,30%,-2%[59 µM],3%,-3%,0%,1%,4%,7%,CC(=O)c1ccc(NC(=O)c2cc(CC(C)C)on2)cc1
-6%,16%,-2%[59 µM],-9%,-6%,7%,1%,5%,4%,COc1ccccc1NC(=O)C1=C(C)Nc2nc(SCc3cc(C)ccc3C)nn2C1c1ccccc1 (configuration not stated)
58%[activator],13%,-1%[59 µM],1%,-19%,47%[activator],-1%,5%,11%,Cc1cccc(-n2c(CCN3C(=O)c4ccccc4C3=O)nc3ccccc3c2=O)n1
7%,-19%,?,·,?,-9%,-10%,2%,?,CN(C)c1ccc(-c2nnn(Cc3ccccc3Br)n2)cc1
-16%,33%,9%[59 µM],-3%,-18%,-4%,-3%,5%,-7%,COc1cc(C(=O)Nc2cccc(NC(=O)c3cccs3)c2)cc(OC)c1OC
-11%,17%,-30%[59 µM],-13%,-21%,?,-13%,7%,-7%,Cc1ccc(S(=O)(=O)c2nnn(CC(=O)Nc3ccccc3C)c2N)cc1
5%,0%,11%,8%,-3%,6%,-7%,-2%,-1%,O=C(COc1ccc(Cl)cc1)NCCCNC(=O)c1ccccn1
10%,-22%,?,4%,-31%,7%,-6%,1%,-37%,COc1cccc(N=C2C(=O)N3CCCc4cccc2c43)c1
-9%&8%,29%,-6%,-10%&-2%,5%&-11%,47%&18%[activator],3%&-2%,3%&-5%,1%&9%,Cn1c(=NC(=O)c2ccc3c(c2)OCCO3)sc2cc(S(C)(=O)=O)ccc21
0%,31%,5%[59 µM],-5%,-6%,4%,-2%,1%,-21%,CCOc1cc(C#N)c(NC(=O)Cn2nnc(-c3ccc(C)cc3)n2)cc1OCC
10%,48%,5%,-2%,3%,2%,4%,2%,-5%,Cn1c(SCC(=O)N2CCCc3ccccc32)nnc1-c1ccco1
-13%,54%[activator],0%,3%,-7%[11.4 µM],16%,1%,-5%,-2%,O=C(c1ccccc1)N(c1ccccc1)C1C=CS(=O)(=O)C1 (configuration not stated)
·,?,·,·,22µM*,-7%,-10%,5%,·,COc1cc(OC)c2c(-c3ccccc3)cc(=O)oc2c1C(CC(=O)N1CCCC1)c1ccc(N(C)C)cc1 (configuration not stated)
7%,30%,76%,i,-13%,38%[activator],-6%,1%,-11%,O=C(NCCc1ccc(F)cc1)c1cc2ccccc2oc1=O
2%,28%,?,-7%,-21%,-4%,3%,1%,-31%,COc1ccc(-c2c[n+](CC(=O)OC3CC(C)CCC3C(C)C)c3n2CCC3)cc1 (configuration not stated)
-8%,15%,?,0%,-13%,147%[activator],-4%,-4%,?,CN(CCn1ccnc1)Cc1cn(-c2ccccc2)nc1-c1ccc2c(c1)OCO2
2%,5%,45µM*,0%,?,19%,3%,4%,-30%,COc1ccc(CN2CCNC(=O)C2CC(=O)NCCc2nc(C)c(C)s2)cc1C (configuration not stated)
-9%,39%[activator],-6%[12.7 µM],10%,17%,-1%,-2%,11%,1%[57.1 µM],CCSc1nnc(NC(=O)COc2ccc3ccccc3c2)s1
-5%,68%[activator],21%,-1%,5%,-10%,-6%,-11%,-4%,O=C1NC(=Nc2ccccc2)SC1Cc1ccccc1 (configuration not stated)
1%,-13%,-20%,0%,-11%,13%,1%,1%,-2%,Cc1ccc(S(=O)(=O)N2CCC(N3CCN(C)CC3)CC2)cc1Cl
22%,3%,14%,-6%,?,-2%,-2%,-2%,-5%,COc1ccccc1NC(=O)CN1C(=O)COc2ccc(S(=O)(=O)N3CCCCCC3)cc21
13%,34%,·,1%,-21%,11%,·,-1%,·,O=C(N/N=C/c1ccoc1)c1cccc(OC(F)(F)C(F)F)c1
42%[activator],25%,1.6µM*,i,-15%,17%,3%,0%,-8%,COc1ccc(/C(C)=N/Nc2ccc(C(=O)O)cc2)c(OC)c1
19%,26%,-4%[59 µM],8%,-13%,23%,?,-1%,-27%,O=C(N/N=C/c1cccc(OC(=O)c2ccc3c(c2)OCO3)c1)c1cncc(Br)c1
0%,51%[activator],-31%,-2%,-7%,7%,2%,-2%,-27%,COc1cc(NC(=O)C2CCCN2S(=O)(=O)c2ccc3c(c2)CC(C)N3C(C)=O)cc(OC)c1 (configuration not stated)
2%,42%[activator],1%,2%,-8%,18%,·,-12%,10%,CC1CC(NC(=O)c2c(O)nc3sccn3c2=O)CC(C)(C)C1 (configuration not stated)
27%,-11%,6%[59 µM],-2%,-34%,-9%,-1%,3%,-34%,Cc1cc(O)cc(O)c1C=NCc1ccco1

Next section; the last three above are carried over.
GLS inh,HP1b chromo inh,G9a inh,Tb PGK inh,JMJD2A Tudor,Pol iota inh,BLM helicase inh,Pin1 inhibitor,BAZ2B block,SMILES
0%,51%[activator],-31%,-2%,-7%,7%,2%,-2%,-27%,COc1cc(NC(=O)C2CCCN2S(=O)(=O)c2ccc3c(c2)CC(C)N3C(C)=O)cc(OC)c1 (configuration not stated)
2%,42%[activator],1%,2%,-8%,18%,·,-12%,10%,CC1CC(NC(=O)c2c(O)nc3sccn3c2=O)CC(C)(C)C1 (configuration not stated)
27%,-11%,6%[59 µM],-2%,-34%,-9%,-1%,3%,-34%,Cc1cc(O)cc(O)c1C=NCc1ccco1
7%,24%,-8%,-6%,-23%,?,·,-2%,-29%,Cc1ccn2c(=O)nc(SCC(=O)NC3CCCC3)nc2c1
15%,24%,·,-3%,3%,?,-3%,0%,1%,Cn1c(=O)[nH]c(=O)c2c1nc(CN1CCN(c3ccc(F)cc3)CC1)n2CCN1CCOCC1
-22%,-9%[57 µM],-21%,-10%,?,79µM*,-15%,-3%,?,Fc1ccc(-n2cc(-c3ccccc3)c3c(=S)nc[nH]c32)cc1
-8%,21%,-8%,1%,-13%,-5%,0%,5%,10%,Cc1c(NC(=O)C2CCCN2S(=O)(=O)c2cccc3nsnc23)cccc1C(=O)O (configuration not stated)
7%,10%,3%,4%,-15%,-11%,-5%,-2%,1%,COc1ccc(NC(=O)NC(=O)c2ccccc2)cc1

Records listed so far that bear a hit mark in Pol iota inh.
GLS inh,HP1b chromo inh,G9a inh,Tb PGK inh,JMJD2A Tudor,Pol iota inh,BLM helicase inh,Pin1 inhibitor,BAZ2B block,SMILES
-22%,-9%[57 µM],-21%,-10%,?,79µM*,-15%,-3%,?,Fc1ccc(-n2cc(-c3ccccc3)c3c(=S)nc[nH]c32)cc1
